JMJD2A Tudor: inhibitors of human JMJD2A Tudor domain; AlphaScreen JMJD2A-Tudor / H3K4me3 peptide binding; 4.4% of 390,000 active; Potency, µM (doses to about 114 µM), without a hit: top-dose activity change, negative = inhibition, hits mostly inhibitors; O75164; AID 504339; note: potency is the fitted concentration of half-maximal effect; % is set by controls: 0 for no effect and ±100 for the full control effect; nearly all actives have a fitted effect of over 50% in size
GLS inh: blocks human kidney-isoform glutaminase activity; Potency, µM (doses to about 45.5 µM), for inactives: top-dose activity change, negative = inhibition, actives largely listed as inhibitors; GLS enzymatic activity, qHTS titration; AID 624170; 0.21% of 410,000 active; O94925; note: potency is the fitted concentration of half-maximal effect; % is set by controls: 0 for no effect and ±100 for the full control effect
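hKGA; 45 mM KH2PO4 pH 8.2 + 0.02% Tween-20; cpd via pin tool; 1 mM Gln soln; GluOx/HRP/Amplex Red; RT 30 min; fluor. t0 & final.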
RGS4 inh: inhibitors of human regulator of G protein signaling 4; AID 504845; Transcreener GDP fluorescence polarization, RGS4-accelerated GTP hydrolysis; 0.039% of 390,000 active; Potency, µM (highest dose often 114 µM), for the others: at the highest dose activity change, negative = inhibition, hits mostly inhibitors; note: potency is the fitted concentration of half-maximal effect; % is set by controls: 0 for no effect and ±100 for the full control effect; nearly all actives have a fitted effect of over 75% in size; some results filed as inactive show a strong effect at the top dose
Target sequence (P49798 whole entry, looked up): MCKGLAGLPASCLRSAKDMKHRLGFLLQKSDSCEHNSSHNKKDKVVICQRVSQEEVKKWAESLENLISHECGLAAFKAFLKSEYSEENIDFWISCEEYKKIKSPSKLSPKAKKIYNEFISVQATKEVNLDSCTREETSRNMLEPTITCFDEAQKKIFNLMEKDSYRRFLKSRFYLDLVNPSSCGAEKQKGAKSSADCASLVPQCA
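MLSMR compounds (23 nl, pin-transferred) preincubated 10 min at room temperature with a 500nM (2x) first reagent, then RGS4 at 900nM (2x) plus Transcreener GDP mix added; fluorescence polarization (620/688 nm) read before and after 90 min at 30 °C.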
HP1b binding inh: inhibitors of HP1-beta chromodomain binding to methylated histone tails | Potency, µM (highest dose often 114 µM), without a hit: at the highest dose activity change, negative = inhibition, hits mostly inhibitors | AlphaScreen HP1-beta / biotin-H3K9me3 peptide binding | 0.56% of 390,000 active | P83916; note: potency is the fitted concentration of half-maximal effect; nearly all actives have a fitted effect of over 70% in size; inactives centre near 23
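HP1-beta protein (50 nM final) preincubated 30 min at room temperature with biotinylated H3(1-18)K9me3 peptide (50 nM) in PBS pH 7.4, 0.01% Tween-20, then compound added for 30 min. AlphaScreen streptavidin donor/nickel chelate acceptor beads (10 ug/mL final), 30 min dark, luminescence read.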
PI4K2A inh: blocks human PI4K2A kinase activity. Q9BTU6. purified PI4K2A, ADP-Glo luminescence, 1 h; active compounds read low. AID 1346378. 0.13% of 420,000 active. activity change, negative = inhibition, % at 76.9 µM; in the data active = activity change below about -50%; inconclusive = mostly about -30% to -49%;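 note: -100% = wells without enzyme as full effect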
Target sequence (Q9BTU6 whole entry, looked up): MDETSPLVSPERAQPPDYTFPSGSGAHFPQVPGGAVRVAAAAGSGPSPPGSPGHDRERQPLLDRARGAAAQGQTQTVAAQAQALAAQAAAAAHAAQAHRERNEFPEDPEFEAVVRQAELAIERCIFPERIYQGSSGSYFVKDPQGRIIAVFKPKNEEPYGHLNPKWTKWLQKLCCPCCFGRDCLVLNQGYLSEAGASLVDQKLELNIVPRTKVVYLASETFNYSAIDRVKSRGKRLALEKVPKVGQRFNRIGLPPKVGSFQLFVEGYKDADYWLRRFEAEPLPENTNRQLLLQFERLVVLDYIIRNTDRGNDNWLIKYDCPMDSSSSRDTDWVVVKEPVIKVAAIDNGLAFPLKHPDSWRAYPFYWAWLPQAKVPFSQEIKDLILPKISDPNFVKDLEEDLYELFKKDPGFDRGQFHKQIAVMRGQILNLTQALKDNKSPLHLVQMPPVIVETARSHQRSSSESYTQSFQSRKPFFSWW
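ADP-Glo luminescence measured ADP generated by PI4K2A enzyme (4 ug/mL before mixing) with 1.2 mM PI substrate (pre-mix) and 300 microM ATP (pre-mix). Tris pH7.5 buffer with MgCl2, Triton X-100; 1 h reaction at ambient temperature.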
ERG-DNA inh: ERG Ets/DNA interaction inhibition | AID 624246 | Potency, µM (doses to about 76.9 µM), for the others: top-dose FP activity, negative = inhibition, usual class: inhibitors | 0.028% of 370,000 active | fluorescence polarization, His-ERG Ets domain / labelled DNA; active = well fitted inhibition curve with a large enough effect in the polarisation, with a control signal flat; inconclusive = small, poorly fitted or top-dose-only effect, or effect the other way, or a change in a side signal; inactive = no such curve, though single readings can be large or run the other way; the % refers to the polarisation;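 note: polarization taken with two DNA probes labelled with fluorescein and Texas red; potency is the fitted concentration of half-maximal effect; % of control where 0% means no effect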
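His-tagged ERG Ets domain (1 uM in the protein solution; 300mM KCl, 50mM Tris-HCl, 1mM EDTA, 1mM DTT, pH 7.5) received compound, then a probe mix of 5 nM fluorescein-DNA and 100nM Texas-615-DNA. Fluorescence polarization was read for both dyes.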
G9a inh: G9a (human) methyltransferase inhibition; Q96KQ7; G9a H3K9 monomethylation, AlphaScreen, 2 h; Potency, µM (top dose mostly 102 µM), without a hit: at the top dose activity, negative = inhibition, most hits filed as inhibitors; 8.8% of 350,000 active; AID 504332; note: potency is the fitted concentration of half-maximal effect; % is set by controls: 0 for no effect and ±100 for the full control effect; nearly all actives have a fitted effect of over 75% in size
Target sequence (Q96KQ7 913-1193 limits assumed): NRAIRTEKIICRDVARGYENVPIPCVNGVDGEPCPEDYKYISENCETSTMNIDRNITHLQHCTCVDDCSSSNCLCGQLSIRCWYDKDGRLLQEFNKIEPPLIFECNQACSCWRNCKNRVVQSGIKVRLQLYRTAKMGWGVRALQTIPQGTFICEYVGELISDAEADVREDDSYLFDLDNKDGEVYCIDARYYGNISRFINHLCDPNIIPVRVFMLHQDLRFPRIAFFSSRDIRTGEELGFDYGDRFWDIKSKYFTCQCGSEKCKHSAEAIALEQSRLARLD
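Enzyme 20 nM + cpd, 15 min RT; add b-H3K9 pep 500 nM / SAM 20 uM; 2 h RT; anti-H3K9me1 Ab 0.5 ug/mL + SA donor / anti-rabbit acceptor beads 20 ug/mL each, 10 min; AlphaScreen read.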
ALOX12 inh: blocks human arachidonate 12S-lipoxygenase. P18054. purified 12hLO, xylenol orange hydroperoxide absorbance. Potency, µM (top dose mostly 108 µM), inactives show top-dose activity change, negative = inhibition, actives largely listed as inhibitors. 1.1% of 580,000 active; note: potency is the fitted concentration of half-maximal effect; % is set by controls: 0 for no effect and ±100 for the full control effect
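Purified human 12hLO at 150 nM in 25 mM Hepes, 0.01% Triton X-100, pH 7.0, preincubated 15 min at room temperature with compound. Reaction started with 40 uM arachidonic acid, 30 min at room temperature. Hydroperoxide measured by Fe-xylenol orange, 573/405 nm absorbance ratio.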
BAZ2B inh: inhibitors of human BAZ2B bromodomain; AlphaScreen BAZ2B-H3K14Ac peptide displacement; Potency, µM (doses to about 114 µM), inactives show top-dose activity change, negative = inhibition, most hits filed as inhibitors; Q9UIF8; 4.4% of 360,000 active; note: potency is the fitted concentration of half-maximal effect; % is set by controls: 0 for no effect and ±100 for the full control effect; nearly all actives have a fitted effect of over 60% in size
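Protein-peptide AlphaScreen: BAZ2B 50 nM, b-H3K14Ac 50 nM, 1x PBS pH 7.4 + 0.01% Tween-20. Preincubation 30 min RT; cpd 30 min RT (top 110 uM); beads 20 min RT, light-protected.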
Active calls of the source: *; ? = inconclusive; nt = no result given; [ ] = remark or other dose. Unless noted, calls come from the whole dose curve; as a rule, active = well fitted curve in the direction sought with a large enough effect; inconclusive = small, poorly fitted or top-dose-only effect, or another doubt; inactive = no such curve, though single readings can be large; an effect the other way counts as inactive or inconclusive. A portion of the library; rates above refer to the full screens.

| Structure | JMJD2A Tudor | GLS inh | RGS4 inh | HP1b binding inh | PI4K2A inh | ERG-DNA inh | G9a inh | ALOX12 inh | BAZ2B inh |
| --- | --- | --- | --- | --- | --- | --- | --- | --- | --- |
| CCN(CC)CCN1C(=O)C(=O)/C(=C(/O)c2c(C)[nH]c(C(=O)OC)c2C)C1c1cccc(OC)c1 (stereo not drawn) | ? | 2% | 18% | 11% | -4 | 6% | ? | -2% | ? |
| O=C(CNc1cccc([N+](=O)[O-])c1)NC(=O)NC1CCCCC1 | -20% | 3% | 1% | 11% | 4 | -3% | nt | -52% | nt |
| Cc1cc(C)c(NC(=O)CCc2c(C)nc3c(c(C)nn3C(C)(C)C)c2C)c(C)c1 | -10% | -5% | 1% | 19% | 5 | -8% | 0%[59 µM] | -2% | -12% |
| CCOC(=O)c1c(NC(=O)c2cccs2)sc(C)c1C | 32% | -3% | -2% | 60%[activator] | -1 | -6% | 8%[2.33 µM] | 2% | 16% |
| CCOc1ccc(C/C(O)=C2\C(=O)CC(C)(C)CC2=NCC(=O)O)cc1OCC | -10% | 1% | 24% | 0% | 3 | -4% | ? | -1% | nt |
| CCOc1ccc(N(CC(=O)NC2CCCCC2)C(=O)CNC(=O)c2cccs2)cc1 | -16% | 1% | 22% | 0% | -9 | 0% | 20% | ? | -1% |
| O=C(NC(=S)Nc1ccccc1Cl)c1csnn1 | -15% | 14% | -37% | -8% | 2 | nt | 4%[59 µM] | ? | 15% |
| O=C1CCCCCN1C(=O)c1ccc(C(=O)N2CCCCCC2=O)cc1 | -18%[11.4 µM] | 0% | -33%[11.4 µM] | -10% | -2 | -3% | 6% | -3% | 3% |
| Brc1ccc2[nH]c3c(NCc4ccccn4)ncnc3c2c1 | -19% | -17% | -19% | 13% | 2 | 2% | nt | 374%[activator] | -11% |
| COc1ccc(NC(=O)CCc2nc3c(C)nn(-c4ccc(C)cc4)c3n(C)c2=O)c(OC)c1 | -4% | -4% | -11% | 22% | -1 | -2% | -8%[12.7 µM] | -23% | -12% |
| C/C(Cc1ccccc1)=N\NC(=O)CNC(=O)c1ccccc1Br | -8% | 0% | 1% | 8% | 4 | -22% | -6%[59 µM] | 0% | 1% |
| CNC(=O)C1CCC(Cn2c(=O)c3sccc3n(CC(=O)N3CCC(C)CC3)c2=O)CC1 (stereo not drawn) | -18% | -1% | 5% | 10% | 5 | 0% | 5%[59 µM] | -2% | -1% |
| COc1ccc(Cc2nc3ccc(C(=O)N4CCCN(C=O)CC4)cc3o2)cc1 | -9% | 10% | -2%[56.9 µM] | 31% | 3 | -2% | 14% | -3% | -2% |
| CCCCNC(=O)/C=C/c1ccc(S(=O)(=O)Nc2ccc(OC)cc2)cc1 | -13% | 2% | -5% | 30% | 1 | -7% | -36% | ? | nt |
| CN(C)CCSc1nc(-c2ccccc2)nc2c1COC(C)(C)C2 | -28% | 4% | 10% | -6% | 4 | 9% | -38%[59 µM] | 5% | 0% |
| CCc1cccc(CC)c1NC(=O)c1ccccc1CCc1ccccc1 | 11% | -11% | -30% | 23% | 6 | 9% | 5%[59 µM] | -4% | 16% |
| CNC(=O)Nc1cc(NC(=O)NC)cc(C(F)(F)F)c1 | 3% | -1% | -21% | 17% | -4 | -4% | nt | 1% | -3% |
| CCOC(=O)c1c(C)[nH]c(C(=O)CN2C(=O)C(=O)N(CC(C)C)C2=O)c1C | -12% | 0% | 13% | 27% | 0 | -12% | 3% | 0% | -17% |
| COc1cccc(S(=O)(=O)Nc2cccnc2)c1 | 5% | 0% | -10% | 29% | 3 | -10% | -11% | -4% | -5% |
| COc1ccc(S(=O)(=O)N2CCC(C(=O)NCc3cccs3)CC2)cc1 | -9% | 8% | -15% | 16% | -5 | 3% | -6% | 5% | 6% |
| Cc1ccc(-c2nnn(CC(=O)N(c3cccc(F)c3)C(C(=O)NC3CCCC3)c3ccco3)n2)o1 (stereo not drawn) | -10% | -2% | 15% | 19% | -5 | -5% | ? | 5% | -5% |
| CCN(CC(=O)NCCCN1CCOCC1)S(=O)(=O)c1ccc(F)cc1 | -8% | 11% | 7% | 3% | 1 | 1% | 4% | -21% | 3% |
| C[C@H](CO)N1C[C@H](C)[C@@H](CN(C)Cc2ccc(C(=O)O)cc2)Oc2c(NS(=O)(=O)c3ccccc3)cccc2C1=O | -4% | 0% | 2% | 43%[activator] | 3 | -4% | nt | -17% | nt |
| FC(F)(F)c1cccc(Sc2cc(C(F)(F)F)nc(-c3ccccn3)n2)c1 | -19% | 0% | -13% | 72%[activator] | 0 | 9% | nt | ? | 68%[activator] |
| Cc1cc(C)c2nc(SC3CCOC3=O)cc(C)c2c1 (stereo not drawn) | 10% | -1% | -4% | 47%[activator] | -1 | 5% | -6%[12.7 µM] | ? | 3% |
| Cn1cnnc1SCC(=O)NCc1cccc(C(F)(F)F)c1 | -3% | -5% | 6% | 7% | -3 | nt | 7%[59 µM] | -9% | -1% |
| CCOc1ccc(C(=O)Nc2c3c(nn2-c2ccc(F)cc2)CS(=O)C3)cc1 (stereo not drawn) | -4% | -3% | 9% | 71%[activator] | -6 | 2% | 12% | -19% | 5% |
| O=C(NCc1ccccc1)/C(=C\c1ccc([N+](=O)[O-])cc1)NC(=O)c1ccco1 | -8% | -7% | -10% | 17% | 7 | 4% | 9% | 339%[activator] | -20% |
| COc1cc2sc(-c3ccc(S(C)(=O)=O)cc3)c(-c3ccc4c(c3)OCO4)c2cc1OC | -15% | -3% | -3% | 74%[activator] | 4 | -2% | nt | 5% | nt |
| COc1ccc(NC(NC(=O)c2ccc(OC)cc2)C(Cl)(Cl)Cl)cc1 (stereo not drawn) | ? | 5% | -3% | 6% | 6 | -12% | -43%[59 µM] | ? | ? |
| Cc1cc(C(=O)OCC(=O)Nc2nccs2)c2ccccc2n1 | 20µM* | 2% | -82%[56.9 µM] | 1% | -2 | 7% | -3% | 3% | -2% |
| CCc1nnc(NC(=O)CSc2nc3ccccc3c(=O)n2CCCOC)s1 | -4% | 1% | -9% | 39% | 7 | 5% | -10%[59 µM] | 0% | 10% |
| CCN1CCCC(CO)(Cc2ccccc2)C1 (stereo not drawn) | 6% | -7% | ? | 40%[activator] | 0 | -2% | 5% | 15% | 0% |
| Cc1cccc(Cn2c(=O)oc3ccc(C)cc32)c1 | 57%[activator] | -2% | -15% | 71%[activator] | 1 | -24% | 130%[activator] | nt | 45%[activator] |
| COc1ccc2cnn(Cc3ccccc3)c(=O)c2c1OC | -8% | 2% | 0% | 31% | 3 | 6% | -33% | -4% | -22% |
| CC(C)NC(=O)C(=O)NCCN1CCN(S(=O)(=O)c2ccc(Cl)cc2)CC1 | -7% | -13% | 7% | 27% | -3 | nt | -40%[59 µM] | 24% | 3% |
| O=C(O)CCC(=O)Nc1ccc(Br)cc1C(=O)c1ccccc1Cl | -5% | 6% | 20% | 23% | 0 | -5% | 3% | 4% | -7% |
| COc1ccc(-n2nnc(-c3nc(-c4ccc5c(c4)OCO5)no3)c2C)cc1Cl | -6% | 2% | -18% | 20% | -4 | -1% | 5%[59 µM] | -7% | 1% |
| Cc1ccc(S(=O)(=O)N(Cc2cccc(Cl)c2)C(=O)N2CCN(C)CC2)cc1 | -5% | 6% | -1% | 15% | 4 | -10% | 2%[59 µM] | 2% | -6% |
| Nc1nc(N2CCOCC2)nc2ccccc12 | -17% | 12% | -12% | 5% | -8 | 1% | -40%[12.7 µM] | 8% | -3% |
| COC(=O)c1nnn(-c2nonc2N)c1CSc1ccc(Cl)cc1 | 2% | 7% | 5% | 13% | 7 | -6% | -12%[59 µM] | 6% | -28% |
| CCc1cccc(NC(=O)NC(=O)Cn2nnc(C(=O)OC)c2C(=O)OC)c1 | -15% | 3% | -3% | 13% | 0 | -2% | -25% | -16% | -30% |
| COc1cc(NC(=O)NC(C)(C(F)(F)F)C(F)(F)F)cc(OC)c1OC | -5%[57.1 µM] | 5% | 17%[11.4 µM] | 18% | 2 | 13% | 50µM* | -1% | 0% |

Structures above printed as active in G9a inh:
| Structure | JMJD2A Tudor | GLS inh | RGS4 inh | HP1b binding inh | PI4K2A inh | ERG-DNA inh | G9a inh | ALOX12 inh | BAZ2B inh |
| --- | --- | --- | --- | --- | --- | --- | --- | --- | --- |
| COc1cc(NC(=O)NC(C)(C(F)(F)F)C(F)(F)F)cc(OC)c1OC | -5%[57.1 µM] | 5% | 17%[11.4 µM] | 18% | 2 | 13% | 50µM* | -1% | 0% |

Some of these compounds in order of their number in HP1b binding inh, low to high:
| Structure | JMJD2A Tudor | GLS inh | RGS4 inh | HP1b binding inh | PI4K2A inh | ERG-DNA inh | G9a inh | ALOX12 inh | BAZ2B inh |
| --- | --- | --- | --- | --- | --- | --- | --- | --- | --- |
| Cc1cc(C(=O)OCC(=O)Nc2nccs2)c2ccccc2n1 | 20µM* | 2% | -82%[56.9 µM] | 1% | -2 | 7% | -3% | 3% | -2% |
| Cn1cnnc1SCC(=O)NCc1cccc(C(F)(F)F)c1 | -3% | -5% | 6% | 7% | -3 | nt | 7%[59 µM] | -9% | -1% |
| COc1ccc2cnn(Cc3ccccc3)c(=O)c2c1OC | -8% | 2% | 0% | 31% | 3 | 6% | -33% | -4% | -22% |
